Compound activity (PubChem BioAssay)
LRH-1 inv ag = LRH-1 (NR5A2) inverse agonists, primary screen, cell-based, luminescence, HEK293T, StAR-luciferase reporter. Nuclear receptor subfamily 5 group A member 2 (Homo sapiens), O00482. LRH-1 transfected, 24 h. inhibition, % at 3.6 µM. actives 0.13% (n = 360,000). AID 602396, 2012;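 active = inhibition above the mean inhibition of all tested compounds plus 3 SD, cut at about 73% in these data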;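 also: 0% = DMSO wells and 100% = reporter-only cells lacking LRH-1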
EBV LMP1 NFkB = EBV LMP1-driven NF-kappaB luciferase reporter inhibitors, primary screen, cell-based, luminescence, single point; AID 504558, 2011; inhibition, % at 12.5 µM; actives 0.69% (n = 350,000); LMP1-induced NF-kappaB luciferase reporter cells; in the data active = inhibition above about 41%;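 also: 0% = neutral control wells and 100% = reference inhibitor control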
NCOA3 inh = SRC3 coactivator transcriptional activity inhibitors, primary screen, cell-based, luminescence; Nuclear receptor coactivator 3 (Homo sapiens), Q9Y6Q9; HEK293 GAL4-SRC3 luciferase reporter; inhibition, % at 3.6 µM; actives 0.17% (n = 360,000);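 active = inhibition above a per-campaign cutoff, the mean of all compounds plus 3 SD, cut at about 60% in these data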;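 also: 0% = DMSO-treated cells and 100% = gossypol-treated cells at 36 µM; higher means less SRC3-driven luciferase light from the GAL4 reporter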
C8 TRAIL sens = viability loss with TRAIL in NB7+C8 cells, primary screen, TRAIL sensitizer project, cell-based, ATPlite luminescence; inhibition (viability loss, TRAIL sensitization), % at 10 µM; actives 1% (n = 360,000);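 active = compounds causing at least 50% loss of cell viability in the single-dose screen, relative to plate controls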
Vif inh = HIV Vif self-association inhibitors, primary screen, imaging, HEK293T, single point; AID 602346, 2012; HEK293T cells, Vif self-association by quenched fluorescence, 24 h; inhibition, % at 7.49 µM; actives 0.35% (n = 340,000); in the data active = inhibition above about 50%, passing the limit was not always enough; also: some results filed as inactive read as strong as hits
TROY NFkB inh = inhibitors of TROY-driven NF-kB signaling, primary screen, Q293 LMP1-TROYcd cells, NF-kB luciferase, uHTS. Q293 LMP1-TROYcd NF-kB luciferase reporter, 4 h. actives 0.98% (n = 360,000). inhibition, % at 10 µM;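 active = compounds whose plate-normalised and pattern-corrected inhibition of the luciferase reporter signal at the single screening dose is 50% or more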
COUP-TFII inh = NR2F2 transcriptional activity inhibitors, primary screen, cell-based, luciferase reporter, HEK293T, luminescence | COUP transcription factor 2 (Homo sapiens), P24468 | HEK293T NGFI-A luciferase reporter | inhibition, % at 8.6 µM | actives 0.7% (n = 370,000);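 active = inhibition above a per-plate cutoff, mean inhibition of test wells between control levels plus 3 SD, cut at about 38% in these data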;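 also: cells cotransfected with COUP-TFII expression vector driving the NGFI-A reporter; 0% = median of COUP-TF2 test wells and 100% = reporter-only cells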
NCOA2 inhibitor = inhibition of GAL4-SRC2 driven luciferase reporter, primary screen, SRC2 inhibitor project, cell-based, luminescence. Nuclear receptor coactivator 2 (Homo sapiens), Q15596. HEK293 GAL4-SRC2 luciferase reporter. inhibition, % at 9 µM. actives 0.17% (n = 370,000);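 active = inhibition above the mean inhibition of all tested compounds plus 3 SD, set per campaign, cut at about 52% in these data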;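 also: 0% = DMSO treated cells and 100% = cells given Gossypol at 36 µM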
NOD2 RIPK2 PPI = NOD2-RIPK2 binding disruptors in cells, primary screen, fluorescence, CHO cells, BLA complementation. CCF4 ratio. inhibition, % at 4.98 µM. actives 0.38% (n = 360,000). Receptor-interacting serine/threonine-protein kinase 2 (Homo sapiens), O43353; in the data active = inhibition above about 21%;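 also: 0% = vehicle only and 100% = reference blocker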
SRC1 inh = SRC1 coactivator transcriptional activity inhibitors, primary screen, cell-based, luminescence | HEK293 GAL4-SRC1 luciferase reporter | Nuclear receptor coactivator 1 (Homo sapiens), Q15788 | AID 588354, 2011 | actives 0.12% (n = 360,000) | inhibition, % at 3.6 µM;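 active = inhibition above the campaign mean plus 3 SD, with each screening campaign given its own cutoff, cut at about 60% in these data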;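 also: 0% = DMSO treated cells and 100% = gossypol at 36 µM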
TLR9-MyD88 inh = inhibitors of TLR9-MyD88 association in cells, primary screen, cell-based, CHO, BLA complementation, fluorescence; Toll-like receptor 9 (Homo sapiens) + Myeloid differentiation primary response protein …; CCF4 FRET ratio; inhibition, % at 4.98 µM; actives 0.21% (n = 340,000); AID 504734, 2011;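 active = inhibition above the mean over all tested compounds plus 3 SD, cut at about 21% in these data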;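 also: 0% = DMSO only wells and 100% = clavulanate BLA inhibitor control wells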
Target sequence (Q99836 whole entry, looked up): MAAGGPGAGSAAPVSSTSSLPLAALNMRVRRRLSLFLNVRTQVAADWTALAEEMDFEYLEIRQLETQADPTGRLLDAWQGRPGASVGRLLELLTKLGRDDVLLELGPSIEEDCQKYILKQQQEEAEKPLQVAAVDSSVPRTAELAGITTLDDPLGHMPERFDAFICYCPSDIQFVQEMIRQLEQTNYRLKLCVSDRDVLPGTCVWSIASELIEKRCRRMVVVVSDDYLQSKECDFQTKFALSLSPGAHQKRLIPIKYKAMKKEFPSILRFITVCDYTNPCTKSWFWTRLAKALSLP
Target sequence (Q9NR96 whole entry, looked up): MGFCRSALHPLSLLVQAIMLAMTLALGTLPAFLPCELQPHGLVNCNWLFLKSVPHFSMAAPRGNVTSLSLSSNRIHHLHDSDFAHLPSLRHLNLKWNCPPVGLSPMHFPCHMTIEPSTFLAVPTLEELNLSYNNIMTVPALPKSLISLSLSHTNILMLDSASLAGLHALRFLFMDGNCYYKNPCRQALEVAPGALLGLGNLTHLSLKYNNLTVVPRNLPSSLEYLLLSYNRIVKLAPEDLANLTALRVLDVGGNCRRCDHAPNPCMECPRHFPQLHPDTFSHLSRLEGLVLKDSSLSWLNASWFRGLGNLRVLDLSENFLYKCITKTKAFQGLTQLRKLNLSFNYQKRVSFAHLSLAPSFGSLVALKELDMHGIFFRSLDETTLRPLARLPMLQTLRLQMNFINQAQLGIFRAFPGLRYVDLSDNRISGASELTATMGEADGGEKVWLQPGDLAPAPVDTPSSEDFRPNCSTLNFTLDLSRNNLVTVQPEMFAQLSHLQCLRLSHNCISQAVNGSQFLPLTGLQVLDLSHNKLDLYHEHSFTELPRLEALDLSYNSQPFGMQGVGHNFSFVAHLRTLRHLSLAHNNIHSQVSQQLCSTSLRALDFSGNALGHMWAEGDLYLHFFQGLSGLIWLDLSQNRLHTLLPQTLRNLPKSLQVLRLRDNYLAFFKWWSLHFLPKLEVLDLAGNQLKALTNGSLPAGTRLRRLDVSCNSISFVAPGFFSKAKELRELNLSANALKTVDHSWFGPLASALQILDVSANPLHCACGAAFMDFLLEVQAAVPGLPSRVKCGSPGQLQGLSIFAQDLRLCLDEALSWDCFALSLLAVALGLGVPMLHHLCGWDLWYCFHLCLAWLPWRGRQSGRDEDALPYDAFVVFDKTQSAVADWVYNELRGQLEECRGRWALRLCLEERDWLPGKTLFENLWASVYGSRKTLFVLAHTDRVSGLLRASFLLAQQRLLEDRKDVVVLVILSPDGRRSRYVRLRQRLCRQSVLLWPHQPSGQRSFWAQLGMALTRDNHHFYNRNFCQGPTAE
* marks the source's active call; other numbers are inactive results; . = not tested or not shown. An excerpt (hit frequency here may not be typical).

SMILES	LRH-1 inv ag	EBV LMP1 NFkB	NCOA3 inh	C8 TRAIL sens	Vif inh	TROY NFkB inh	COUP-TFII inh	NCOA2 inhibitor	NOD2 RIPK2 PPI	SRC1 inh	TLR9-MyD88 inh
Cc1ccc(SCC(=O)N2CCN(c3ccccn3)CC2)cc1	-10	-13	-3	3	-4	-28	-25	-24	5	0	-5
Clc1ccc2c(NCc3ccccn3)ncnc2c1	-15	-5	0	14	16	2	0	-7	-11	-10	3
Cc1ccccc1S(=O)(=O)NC1OC(=O)C(Oc2ccccc2)=C1Br (centres undefined)	11	-6	20	-9	0	8	-9	5	-12	-16	-4
O=C(Nc1cccc(NC(=O)c2ccco2)c1)c1cnccn1	-11	3	-4	13	1	-10	-19	16	5	0	-11
CCCCC(OC(=O)CN1C(=O)COc2ccccc21)C(=O)NC1CCCCC1 (centres undefined)	-6	7	3	3	6	4	30	-32	2	8	6
O=C(NCC(c1ccco1)N1CCc2ccccc2C1)C(=O)Nc1cc(F)ccc1F (centres undefined)	-9	4	1	-10	-1	-9	0	1	6	8	-9
Cc1c(S(=O)(=O)N2CCN(C(c3ccccc3)c3ccccc3)CC2)c(=O)n(C)c(=O)n1C	4	6	-1	8	-4	8	6	18	3	15	-1
CC(=O)N1CCN(S(=O)(=O)c2ccc(S(=O)(=O)NC3CCCCC3)cc2)CC1	5	-8	-18	11	-2	3	9	-8	-4	-6	-1
Cc1ccc(C(CNC(=O)Nc2cccc(C)c2)N2CCN(C)CC2)cc1 (centres undefined)	-2	-3	6	-13	-1	-5	-4	-1	-14	-26	-1
COC1C=CC(CNC(=O)c2cc3c(=O)n4cccc(C)c4nc3n2C)(OC)O1 (centres undefined)	-4	-7	1	-15	1	-11	7	-1	-3	-3	-9
Cn1nccc1-c1cc(Cl)cc(Cl)c1O	6	3	14	-3	3	-20	22	-3	-6	-4	.
O=C(O)C(Cc1ccnc2ccccc12)=NO	-18	1	1	-10	18	-1	7	-4	11	-11	3
CC(C)CC(=O)NNC(=S)Nc1ccc(S(N)(=O)=O)cc1	11	1	10	0	19	7	16	0	7	-33	3
CCOc1ccc(C(=O)Nc2ccc(S(=O)(=O)N3C[C@@H]4C[C@@H](C3)c3cccc(=O)n3C4)cc2)cc1	-6	0	11	12	-6	-15	-4	-24	-6	7	8
Cc1nc2cc(S(=O)(=O)N(C)C)ccc2n1-c1ccccc1	21	7	14	-11	8	7	-1	6	-2	-8	6
O=C(Cc1ccccc1)N/N=C/c1cccnc1	-11	-3	-9	-12	7	6	19	-24	-18	5	6
CC(=O)c1cccc(OC(=O)c2cc(S(=O)(=O)N3CCOCC3)ccc2N2CCCC2)c1	-13	-8	-15	0	-2	-8	-4	-4	-1	1	-9
Cc1ccc(C)c(NC(=O)C2CCCN2/C=C/C(=O)C(F)(F)F)c1 (centres undefined)	-15	-2	17	-7	-1	-4	6	10	-10	-1	0
C[n+]1cccc2cccc([O-])c21	3	-6	-3	-27	-1	4	-5	-12	3	1	-1
CCOC(=O)c1c(NC(=O)Cn2nc(C(=O)O)c3ccccc3c2=O)sc2c1CCC(C)C2 (centres undefined)	-27	-10	4	-20	0	0	17	1	-7	-6	-7
O=C(NNS(=O)(=O)c1ccccc1Cl)c1nn(-c2ccc(F)cc2)ccc1=O	-9	4	3	11	7	1	-2	-17	1	-2	0
CCC(C)NS(=O)(=O)c1ccc(OCC(=O)N2CCC(C)CC2)cc1 (centres undefined)	-8	5	16	-27	.	8	-7	-4	1	-16	4
COc1ccc(Cl)cc1N1CC(c2nc3ccccc3[nH]2)CC1=O (centres undefined)	5	4	-12	-17	.	0	-2	28	3	-7	-7
C=C(C)C(=O)Nc1ccc(OC(F)(F)C(F)F)c(NC(=O)C(=C)C)c1	-8	-16	8	4	5	-13	-12	-7	7	-3	4
Cc1ccc(S(=O)(=O)N2CCC(C(=O)OC(C)C(=O)N(C)c3ccccc3)CC2)cc1C (centres undefined)	-6	-3	15	6	-10	-8	26	15	-7	-2	-6
OCCN(CCO)c1ccc(C(c2ccc(Cl)cc2)c2ccc(N(CCO)CCO)cc2Cl)c(Cl)c1	2	-8	6	-3	-4	49	12	7	6	-24	6
CCN(CC)CCCN(C(=O)Cn1nnc(-c2ccc(OC)c(OC)c2)n1)C(C(=O)NC(C)(C)C)c1ccc(F)cc1 (centres undefined)	-6	1	12	-7	7	1	8	-6	1	-1	4
COC(C(=O)Nc1ccnn1C1CCN(C(=O)c2ccc(C=O)cc2)CC1)c1ccccc1 (centres undefined)	14	3	22	-9	5	-17	-6	-17	-2	4	-4
Cc1cc(C)c(C(N)=O)c(Nc2ccc3c(c2)OCCO3)n1	13	4	-4	-12	22	1	7	-30	-10	-26	-6
Cc1cc(C)c(NC(=O)COC(=O)C2CCCCC2)c(C)c1	8	6	18	-6	-3	6	11	-16	-8	-19	3
Cc1nnc(SCCn2c(N3CCCC(C)C3)nc3c2c(=O)[nH]c(=O)n3C)s1 (centres undefined)	23	4	13	4	18	-9	-15	2	-13	8	6
CCC1CC(C)(C(=O)Nc2ccc(S(N)(=O)=O)cc2)OC1=O (centres undefined)	-9	-20	6	6	-5	9	-15	-24	-9	-45	-6
CSC1=NC(=O)/C(=C\c2cccc3ccccc23)S1	7	7	5	13	6	-4	-7	-6	-6	3	1
CN(C(=O)COc1ccc(Cl)cc1Br)C1CCCCC1	-36	-5	-52	2	-14	-45	-36	-16	1	-24	3
Cc1ccc(NC(=O)c2ccc(=O)[nH]c2)cc1S(=O)(=O)N1CCCCC1	12	5	10	-13	-31	-26	0	11	3	16	4
Cc1nnc(NC(=O)c2cccc(S(=O)(=O)N3CC(c4ccccc4)CC3=O)c2)s1 (centres undefined)	12	10	14	-2	0	3	-33	2	-6	-7	5
COc1ccc(CCNC(=O)CCS(=O)(=O)c2cccc3nsnc23)cc1OC	13	3	-8	-6	-3	2	-10	0	8	-22	-7
COc1ccc(O)c(/C=N/Nc2nc(C)cc(-c3ccccc3)n2)c1	-17	-16	7	14	-16	-9	-3	-18	-11	0	-6
CCOC(=O)C1CCN(C(=O)/C=C/c2cccs2)CC1	-61	-18	-54	2	-1	-33	-14	-32	-1	-30	2
O=C1CC(N2CCC(c3nc4ccccc4o3)CC2)C(=O)N1 (centres undefined)	4	1	21	-5	-1	-25	-10	2	-1	-6	1

Part of the list above, with values under each structure:
Results follow in this order: LRH-1 inv ag	EBV LMP1 NFkB	NCOA3 inh	C8 TRAIL sens	Vif inh	TROY NFkB inh	COUP-TFII inh	NCOA2 inhibitor	NOD2 RIPK2 PPI	SRC1 inh	TLR9-MyD88 inh
Cc1cc(C)c(NC(=O)COC(=O)C2CCCCC2)c(C)c1
→ 8	6	18	-6	-3	6	11	-16	-8	-19	3
Cc1nnc(SCCn2c(N3CCCC(C)C3)nc3c2c(=O)[nH]c(=O)n3C)s1 (centres undefined)
→ 23	4	13	4	18	-9	-15	2	-13	8	6
CCC1CC(C)(C(=O)Nc2ccc(S(N)(=O)=O)cc2)OC1=O (centres undefined)
→ -9	-20	6	6	-5	9	-15	-24	-9	-45	-6
CSC1=NC(=O)/C(=C\c2cccc3ccccc23)S1
→ 7	7	5	13	6	-4	-7	-6	-6	3	1
CN(C(=O)COc1ccc(Cl)cc1Br)C1CCCCC1
→ -36	-5	-52	2	-14	-45	-36	-16	1	-24	3
Cc1ccc(NC(=O)c2ccc(=O)[nH]c2)cc1S(=O)(=O)N1CCCCC1
→ 12	5	10	-13	-31	-26	0	11	3	16	4
Cc1nnc(NC(=O)c2cccc(S(=O)(=O)N3CC(c4ccccc4)CC3=O)c2)s1 (centres undefined)
→ 12	10	14	-2	0	3	-33	2	-6	-7	5
COc1ccc(CCNC(=O)CCS(=O)(=O)c2cccc3nsnc23)cc1OC
→ 13	3	-8	-6	-3	2	-10	0	8	-22	-7
COc1ccc(O)c(/C=N/Nc2nc(C)cc(-c3ccccc3)n2)c1
→ -17	-16	7	14	-16	-9	-3	-18	-11	0	-6
CCOC(=O)C1CCN(C(=O)/C=C/c2cccs2)CC1
→ -61	-18	-54	2	-1	-33	-14	-32	-1	-30	2
O=C1CC(N2CCC(c3nc4ccccc4o3)CC2)C(=O)N1 (centres undefined)
→ 4	1	21	-5	-1	-25	-10	2	-1	-6	1

Remaining list, next part.
SMILES	LRH-1 inv ag	EBV LMP1 NFkB	NCOA3 inh	C8 TRAIL sens	Vif inh	TROY NFkB inh	COUP-TFII inh	NCOA2 inhibitor	NOD2 RIPK2 PPI	SRC1 inh	TLR9-MyD88 inh
CN1CCN(C(=S)NC(=O)c2ccc(Br)cc2)CC1	-3	0	17	-8	-6	-46	2	-2	-4	14	.
COc1ccccc1C1OCC(C)([N+](=O)[O-])CO1 (centres undefined)	14	-1	-29	-1	26	-15	6	-7	-6	1	-4
Cc1c(Cl)cccc1-n1cnc(=O)c2ccccc21	-16	-5	2	-10	6	-16	-1	10	-9	-78	-1
CCN(CC)c1ccc(NC(=O)c2ccc(NC(=O)C3CCCO3)cc2)c(C)c1 (centres undefined)	-2	1	-2	-6	0	-10	12	-7	-7	-8	-11
Cc1cccc(Nc2nc(NC(C)C)nc(Oc3ccc(=O)n(C)n3)n2)c1	-4	3	-5	-12	-22	5	-21	-5	-8	-30	0
CCCNC(=S)N1CCC(NC(=O)Nc2ccc(C)cc2)CC1	5	9	10	0	0	7	3	1	-12	-3	-6
O=C(NCc1ccccc1)c1ccc2nc(N3CCOCC3)sc2c1	-16	-11	-17	18	2	-8	-16	-15	7	-4	-13
O=C(CSc1ccc(-c2cccnc2)nn1)Nc1ccccc1F	5	2	8	3	5	19	-23	-5	-8	-1	-2
